HSP90 inh = inhibitors of HSP90 luciferase refolding in rabbit reticulocyte lysate; inhibition, % at 5.6 µM; luciferase refolding luminescence, 3 h; AID 1789; hit rate 0.91% among 290,000;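 active means inhibition above the screen-wide mean plus 3 SD, computed separately per campaign, cut at about 16% in these data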;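 further: 0% = DMSO wells and 100% = 60 µM geldanamycin wells; inhibitors lower the luminescence because luciferase stays unfolded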
KLF5 inhibitor = kruppel-like factor 5 inhibition; DLD-1 KLF5 promoter-luciferase reporter, luminescence; inhibition, % at 5 µM; hit rate 0.23% among 290,000;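 active means inhibition above a per-plate limit of that plate's mean compound inhibition plus 3 SD, cut at about 60% in these data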;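 further: 0% = DMSO wells and 100% = LY294002 at 200 µM; higher means less KLF5 promoter-driven luciferase light; inactives centre near -14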
aSyn 5UTR inh = 5' untranslated region of α-synuclein, MLPCN primary screen; alpha-synuclein 5'UTR reporter, inhibitor activity; inhibition, % (tested at 7.5 µM); hit rate 0.82% among 300,000; AID 1813; in the data active means inhibition above about 60%; inconclusive means no clear call, values can overlap the other calls;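 further: H4 neuroglioblastoma cells stably carrying SNCA 5'UTR luciferase fusion; 0% = DMSO wells and 100% = positive control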
IEC-6 tox = counter-screen for KLF5 inhibitors: cytotoxicity in IEC-6 cells | IEC-6 cytotoxicity, luminescence viability | inhibition, % at 5 µM | hit rate 0.78% among 290,000 | AID 1825; in the data active means inhibition above about 22%;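 further: 0% = plate median of test compound wells and 100% = cytotoxic reference compound wells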
AI-2 QS modul = modulators of Vibrio harveyi AI-2 quorum sensing system; AID 2094; hit rate 0.4% among 300,000; Vibrio harveyi JMH597 AI-2 luminescence/OD600 ratio, 9 h; hits give low values; strain lacks LuxN and CqsS sensors; 0 = neutral-control median; activity change, % at 7.5 µM; in the data active means activity change below about -75%, passing the limit was not always enough; inconclusive means no clear call, values can overlap the other calls;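 further: luminescence divided by OD600 gain over 9 h not by final OD600 alone; inactives centre near 13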
HDAC3 inh = blocks human histone deacetylase 3; recombinant HDAC3, fluorogenic peptide/trypsin coupled, fluorescence; inhibition, % at 8.3 µM; O15379; hit rate 0.15% among 320,000; in the data active means inhibition above about 26%, passing the limit was not always enough; inconclusive means no clear call, values can overlap the other calls
Target sequence (O15379 whole entry, looked up): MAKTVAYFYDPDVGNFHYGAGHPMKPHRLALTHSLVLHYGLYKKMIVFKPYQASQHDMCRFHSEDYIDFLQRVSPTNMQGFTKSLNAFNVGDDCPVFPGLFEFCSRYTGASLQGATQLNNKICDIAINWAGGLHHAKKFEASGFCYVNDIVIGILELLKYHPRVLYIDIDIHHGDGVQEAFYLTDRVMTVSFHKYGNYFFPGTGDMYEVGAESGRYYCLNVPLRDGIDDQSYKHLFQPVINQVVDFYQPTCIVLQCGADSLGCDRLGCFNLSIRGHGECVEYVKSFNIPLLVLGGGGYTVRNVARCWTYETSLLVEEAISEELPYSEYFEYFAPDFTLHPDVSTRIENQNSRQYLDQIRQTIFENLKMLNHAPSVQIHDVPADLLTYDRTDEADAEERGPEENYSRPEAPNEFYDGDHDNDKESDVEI
Platelet DG rel = platelet dense granule release activity | human platelet-rich plasma, SFLLRN dense granule ATP release, luminescence | inhibition, %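 (compounds screened at 7.5 µM in platelet-rich plasma)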 | hit rate 0.22% among 300,000;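 active means mean replicate score, as percent of positive control, at or above 50; inconclusive means mean below 50 but at least one replicate at or above 50; inactive means mean and every replicate below 50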
HIF act = HIF pathway transcriptional activation. AID 1910. activation, % at 7.5 µM (by protocol). U2OS HRE-luciferase reporter, luminescence; normalized: DMSO 0%, desferrioxamine 100%. hit rate 0.32% among 300,000;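 active means mean activation of at least 10% of the iron chelator positive control signal, with at least half of replicates also reaching 10%; inconclusive means mean and replicate majority disagree about reaching 10%; inactive means mean and most replicates under 10%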
HSF1 inhib = HSF1 inhibition. NIH3T3-HGL HSE-luciferase, MG132-induced, luminescence 8 h; hits give low values. activity change, negative = inhibition, % at 7.5 µM (by protocol). hit rate 0.77% among 300,000;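 active means more than half of replicate wells show activity change below -50%, luminescence cut by over half; inconclusive means some wells, but at most half, below -50%; inactive means no replicate well below -50%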;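 further: luciferase reports HSF-1 transcriptional activity via heat shock element; 0% = median of DMSO wells and -100% = zero luminescence signal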
HSF1 activator = increases HSF-1 driven luciferase reporter signal. NIH3T3-HGL HSF-1 luciferase reporter, MG132, 8 h; 100% = twice DMSO control signal. activation, % at 9 µM. hit rate 1.7% among 300,000. AID 504408;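 active means mean replicate activation of at least 50% with a set share of replicates each reaching 50%; inconclusive means only one of those two conditions met; inactive means mean below 50% and too few replicates reaching it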;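 further: 0% = median of the neutral control wells and 100% = twice that signal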
Starred values were filed as active, the others as inactive; ? = inconclusive; . = no result given. Not a hit list, and some 5% of all compounds hit somewhere here.

SMILES	HSP90 inh	KLF5 inhibitor	aSyn 5UTR inh	IEC-6 tox	AI-2 QS modul	HDAC3 inh	Platelet DG rel	HIF act	HSF1 inhib	HSF1 activator
CCOC(=O)C1CCN(c2c(NCCN3CCCCC3C)c(=O)c2=O)CC1 (stereo not drawn)	-5	-12	-17	-4	3	4	-8	0.1	-5	3
COc1ccccc1NC(=O)C[n+]1ccccc1C	5	-21	0	4	5	5	-3	0.1	-2	7
COc1ccccc1OCC(=O)Nc1nc2c(s1)CCCC2	-3	-20	-11	-3	6	.	-1	2.1	20	21
O=C(Nc1ncc2c(n1)-c1ccccc1OC2)c1cccc([N+](=O)[O-])c1	-1	-17	27	3	9	-3	6	-0.3	0	-16
COc1ccc(N2CCN(C(=O)COC(=O)c3cc(S(=O)(=O)N(C)C)ccc3N3CCCC3)CC2)cc1	.	.	1	.	-3	5	2	-0.2	0	22
Cc1ccccc1C(=O)NC(NC(=O)c1ccccc1C)c1cccc([N+](=O)[O-])c1	0	-10	2	3	9	.	-11	1.0	0	8
O=C(NCc1n[nH]c(=S)n1-c1ccc(F)cc1)c1ccc(S(=O)(=O)N2CCOCC2)cc1	-2	-1	20	0	1	?	2	0.0	-9	3
Cc1ccc(-n2nc(N)c3c(=O)oc(N(C)C)nc32)cc1	-9	-13	-8	-7	44	-6	-3	0.1	2	-9
CC(=O)NS(=O)(=O)c1ccc2sc(C)nc2c1	2	-14	-5	4	-3	0	-7	2.3	-8	8
O=C1N/C(=N/Nc2ccccc2)S/C1=C\c1ccccc1	1	-26	-22	-2	53	5	2	-0.2	9	16
O=C(CCNS(=O)(=O)c1cccs1)N1CCN(c2ccc(F)cc2)CC1	-4	-3	3	-10	17	-8	1	0.2	3	0
CCn1c(SCC(=O)N2CCN(c3ccccc3)CC2)nc2c(c1=O)SC(C)C2 (stereo not drawn)	2	-2	-3	0	21	0	2	-0.2	-25	-40
CCOC(=O)N1CCN(C(=S)NC)CC1	0	-5	7	2	12	2	2	0.0	4	5
Cc1c(N2C(=O)CSC2c2ccccc2)c(=O)n(-c2ccccc2)n1C (stereo not drawn)	1	9	-5	2	-3	-4	20	-0.4	-2	10
Cc1cccc2c1-c1sc(C(=O)N3CCc4ccccc4C3)cc1CO2	-4	12	7	-8	29	-20	-24	0.2	-3	3
COc1ccc(C(=O)COc2nc(C)cc(C)c2C#N)cc1	3	-1	-35	-1	7	6	15	0.2	7	5
COc1ccccc1-c1nc(SCC(=O)N(C)c2ccccc2)c2c(=O)n(C)c(=O)n(C)c2n1	-3	-2	25	1	17	3	4	-0.6	-2	-7
c1ccc(CCNCC2COc3ccccc3O2)cc1 (stereo not drawn)	-1	-27	-64	-2	2	-13	1	-0.2	0	15
CCN1CCN(CCCNC(=O)c2ccc3c(=O)n(CCc4ccccc4)c(=O)[nH]c3c2)CC1	-2	3	-35	3	.	-7	21	0.4	4	14
CC(=O)c1cc(C#N)c(Oc2cc(C)cc(C)c2)nc1C	-3	3	23	2	10	-2	3	-0.1	-11	5
O=C(Nc1nc2ccccc2[nH]1)c1cccc(S(=O)(=O)N2CCOCC2)c1	-2	-15	-45	2	43	2	1	1.3	2	0
O=C(NCc1ccco1)c1cccs1	1	1	-4	-6	23	-3	9	0.5	10	26
CCCOc1ccc(C2NC(=O)CCC2[N+](=O)[O-])cc1 (stereo not drawn)	-1	-19	10	-6	24	0	-14	-13	-2	-18
O=C1[C@@H]2Cc3c([nH]c4ccccc34)C(c3cccc(Br)c3)N2C(=O)CN1C1CCN(Cc2ccccc2)CC1 (stereo partly drawn)	1	-13	-4	-4	14	1	1	-0.7	2	-6
COc1ccc(/C=N/N=C2/NC(=O)C(CC(=O)NC(N)=O)S2)cc1 (stereo not drawn)	1	-21	-6	-1	11	-3	-3	-1.1	1	-1
COC(=O)Cn1c(CN(Cc2ccccc2)Cc2ccccc2)nc2c1c(=O)[nH]c(=O)n2C	2	-9	-1	5	21	3	-12	-0.1	10	48
COc1ccc(C(C)=O)cc1CSc1nnc(C)n1-c1ccccc1	2	-52	1	0	14	-3	-10	0.4	-1	2
Fc1cccc(NC(=S)N2CCN(c3ccccn3)CC2)c1	4	-23	-6	-2	3	-1	-2	1.1	1	9
O=C(C1CCCN(S(=O)(=O)c2ccc(Br)cc2)C1)N1CCOCC1 (stereo not drawn)	-2	-27	-6	2	21	-1	-9	-2.8	-6	2
COc1ccc(C(CCNCc2ccc(OC(C)C)cc2)C(C)C)cc1 (stereo not drawn)	-1	5	17	-3	21	2	7	-0.2	6	7
CCCCn1c(CN2CCN(c3ccccc3)CC2)nc2c1c(=O)n(C)c(=O)n2C	-2	-2	-31	6	6	-1	7	-0.1	-8	-4
CCOc1cc2[nH]c(=S)n(CC3CCCN3CC)c(=O)c2cc1OCC (stereo not drawn)	3	21	-4	2	13	2	4	0.4	-1	3
Cc1nnc(SCC(=O)NCc2cccs2)[nH]c1=O	0	-30	2	-5	22	2	8	0.0	-3	-2
CCOC(=O)c1ccc(-c2ccc(/C=N/NC(=O)Cc3nnc(N)s3)o2)cc1	8	-91	-83	-6	14	-5	2	1.4	27	71*
O=C(CN1C(=O)S/C(=C\c2ccc(C(=O)O)cc2)C1=O)Nc1ccccc1	0	-19	9	0	20	-2	-3	-22	5	3
O=C(N/N=C/c1cccs1)C(O)c1ccccc1 (stereo not drawn)	-1	-9	-26	0	-12	-1	2	0.0	-2	4
O=C(Nc1ccnn1C1CCN(Cc2ccn[nH]2)CC1)c1ccccc1	6	-10	9	1	22	3	11	3.3	12	44
COC(=O)c1[nH]c2cccc(OC)c2c1NC(=O)C(C)N1CCC(C)CC1 (stereo not drawn)	0	-6	13	3	.	-2	9	-0.3	-11	-1
Clc1ccc(NC2=NCCC2)cc1Cl	8	-8	-20	9	4	4	3	0.3	-1	8
C=CCn1c(=S)[nH]c2cc(-c3ccccc3)sc2c1=O	-5	-63	-77	-6	19	-9	3	1.5	-16	-20
COC(=O)C1=C(CN2CCSCC2)NC(=O)NC1c1cc(C)ccc1C (stereo not drawn)	-3	-51	-1	-2	25	-2	-12	0.1	-5	11
CN(CC(=O)Nc1ccc(Cl)c(Cl)c1)C(=O)CN1C(=O)NC2(CCCC2)C1=O	.	.	9	.	5	2	2	-1.0	4	17
COc1c(C)cccc1C(=O)Nc1ccc(OCC(=O)N2CCOCC2)cc1C	-1	-32	-11	4	15	1	-9	0.5	-4	-17
N#Cc1ccccc1NC(=O)c1cccc(COc2ccc(Cl)cc2Cl)c1	-5	-180	-51	-2	11	-3	17	0.0	-36	-44
O=C1CCC/C1=c1\s/c(=C\c2cccnc2)c(=O)n1-c1ccccc1	5	-4	24	4	18	2	-4	0.0	-3	-11

In the list so far, these have bromine:
SMILES	HSP90 inh	KLF5 inhibitor	aSyn 5UTR inh	IEC-6 tox	AI-2 QS modul	HDAC3 inh	Platelet DG rel	HIF act	HSF1 inhib	HSF1 activator
O=C1[C@@H]2Cc3c([nH]c4ccccc34)C(c3cccc(Br)c3)N2C(=O)CN1C1CCN(Cc2ccccc2)CC1 (stereo partly drawn)	1	-13	-4	-4	14	1	1	-0.7	2	-6
O=C(C1CCCN(S(=O)(=O)c2ccc(Br)cc2)C1)N1CCOCC1 (stereo not drawn)	-2	-27	-6	2	21	-1	-9	-2.8	-6	2

(cont.)
SMILES	HSP90 inh	KLF5 inhibitor	aSyn 5UTR inh	IEC-6 tox	AI-2 QS modul	HDAC3 inh	Platelet DG rel	HIF act	HSF1 inhib	HSF1 activator
S=c1[nH]ncn2c1cc1oc3ccccc3c12	-1	-16	-34	-5	45	4	6	1.0	16	44
O=C(NCCCN1CCOCC1)C(=O)NCC1OCCN1S(=O)(=O)c1ccc(Br)cc1 (stereo not drawn)	-3	-29	22	-4	9	2	17	-0.2	0	-7
O=C(CCN1CCCCC1)c1ccc2c(c1)OCO2	-2	-28	1	0	25	-5	-2	-0.2	4	22
O=C(Oc1ccc(Cl)c2cccnc12)N1CCOCC1	0	15	-6	-3	21	-12	1	0.1	-8	-16
Cn1c(=O)[nH]c(=O)c2c1nc(N1CCNCC1)n2CCOc1ccccc1	-1	3	3	11	15	-4	14	-0.3	-2	-14
CC(=O)c1ccc(N2C(=O)[C@@H]3C(CCC(N)=O)NC4(C(=O)Nc5c4ccc(Cl)c5C)[C@@H]3C2=O)cc1 (stereo partly drawn)	0	-7	-22	1	17	-4	3	0.0	-6	-12
CCOc1ccc(NS(=O)(=O)c2ccc(OCC(=O)NCc3ccncc3)cc2)cc1	3	-24	19	5	5	-2	8	-0.2	3	8
OCC1CCCCN1C(=S)Nc1cccc(Cl)c1 (stereo not drawn)	-2	-13	-6	6	41	6	1	-0.1	12	23
COc1cc(CNCCCN2CCOCC2)cc(Br)c1OCC(=O)N1CCCCC1	-2	4	-7	-9	4	2	15	-0.4	-1	-1
COc1cccc(CN(C(=O)COc2ccc(C)cc2)C2CCS(=O)(=O)C2)c1 (stereo not drawn)	1	-32	6	-7	-3	-1	1	0.0	4	11
COc1ccccc1N1CCN(CC(=O)Nc2ccc3c(c2)OCCO3)CC1	4	-4	-20	5	9	-16	2	-0.9	-10	-13
O=C(CCN1C(=O)C2CCCCC2C1=O)N1CCN(S(=O)(=O)c2c(F)cccc2F)CC1 (stereo not drawn)	.	.	-26	.	18	-2	-5	0.3	-2	7
CC(O)Cc1cn(CC(=O)N2CCNCC2)nn1 (stereo not drawn)	.	.	-12	.	10	-1	2	1.2	-4	-19
COC(=O)C1=C(C)NC(=S)N(C(C)=O)C1c1ccccc1 (stereo not drawn)	2	8	-6	9	14	2	-1	0.2	-6	7
COc1ccc(S(=O)(=O)NC2CC(=O)N(c3cccc(F)c3)C2)cc1OC (stereo not drawn)	.	.	11	.	14	.	7	0.2	4	-9
NS(=O)(=O)c1ccc(CNS(=O)(=O)c2ccc3c(c2)OCCO3)cc1	-3	-14	3	-4	23	-1	-6	0.2	-10	2
O=C(Cc1ccc(Cl)cc1)NNC(=S)NC(=O)c1cccs1	0	9	5	7	-51	-3	5	0.1	0	-2
CCOC(=O)C1C(=O)NC(C)C1c1ccccc1 (stereo not drawn)	-3	-12	13	-5	10	4	9	0.1	-8	-3
Cc1ccc(C(=O)O/N=C(\c2ccccc2)c2cccnc2)cc1	0	-17	16	-9	3	15	4	-0.2	-9	-5
COc1ccc(C(=O)Nc2sc3c(c2C#N)CCN(C(C)=O)C3)cc1	1	-14	-72	4	9	0	7	1.3	-4	-9
CCOC(=O)c1cc(C#N)c(SCC(=O)Nc2ccc(C(C)=O)cc2)[nH]c1=O	0	-34	-22	-9	25	.	10	0.1	4	1
CC1CCCC(C)N1CC(O)COCc1ccccc1F (stereo not drawn)	-4	-15	-8	4	21	5	1	-0.3	-4	-4
CN(C1CCCCC1)S(=O)(=O)Cc1ccccc1	-3	7	-25	3	10	-5	6	0.1	-12	-14
Nc1ccc(S(=O)(=O)Nc2ccc(C(=O)c3ccccc3)cc2)cc1	0	-6	-14	2	39	1	-4	0.3	3	4
COC(=O)c1c(C)nc2c(c(SC)nn2-c2ccccc2)c1N	2	-10	36	0	8	-9	-1	-0.1	2	7
Cc1noc(NS(=O)(=O)c2ccc(NC(=O)c3oc4ccc(Cl)cc4c3C)cc2)c1C	0	-50	-3	0	7	13	15	0.5	1	6

Assay outcomes: PubChem BioAssay, several laboratories
